Mm-Cpn inhibitor: M. maripaludis TRiC chaperonin inhibition | AID 504842 | Potency, µM (doses to about 76.9 µM), inactives show at the highest dose activity, negative = inhibition, usual class: inhibitors | purified Mm-Cpn ATPase, ADP Transcreener TR-FRET | hit rate 0.031% among 330,000; also: potency is read from the fitted curve at half-maximal effect; % is scaled to controls: 0 for no effect and ±100 for the full control effect; nearly all actives have a fitted effect of over 80% in size
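Eu-cryptate anti-ADP/ADP-d2 competition gives a ratio inversely related to ADP. Enzyme at 25 nM was pre-exposed to compound for 10 min, then given 10 uM ATP for 30 min, 37°C throughout.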
D3 ag: agonists of human D3 dopamine receptor; P35462; D3R DiscoveRx beta-arrestin cells, luminescence, 90 min; max activation, %; hit rate 0.58% among 410,000; in the data active = max activation above about 30%; also: 0% is about no effect; mostly tested at two doses, the higher about 12 µM
Target sequence (P35462 whole entry, looked up): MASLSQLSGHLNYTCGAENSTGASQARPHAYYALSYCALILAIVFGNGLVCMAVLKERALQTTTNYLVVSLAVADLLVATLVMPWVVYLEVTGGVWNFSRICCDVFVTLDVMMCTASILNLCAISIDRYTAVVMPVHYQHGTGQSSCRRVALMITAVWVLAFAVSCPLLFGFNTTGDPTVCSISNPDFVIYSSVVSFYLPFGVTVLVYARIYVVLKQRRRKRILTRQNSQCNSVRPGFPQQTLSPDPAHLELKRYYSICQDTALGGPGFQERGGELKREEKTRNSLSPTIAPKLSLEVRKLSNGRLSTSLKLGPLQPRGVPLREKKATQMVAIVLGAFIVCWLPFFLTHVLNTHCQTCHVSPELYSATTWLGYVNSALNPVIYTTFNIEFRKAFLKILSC
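Cells at 1500/well, incubated overnight, then treated with pinned compounds (dopamine as control) for 90 min at 37 degrees C. DiscoveRx reagent added for 30 - 60 minutes at room temperature; luminescence read.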
EPAC2 antagonist: EPAC2 (human) antagonism; Q8WZA2; EPAC2 GEF exchange of Rap1B-BODIPY-GDP, fluorescence; Potency, µM (titrated, usually from 114 µM), for inactives: top-dose activity, negative = inhibition, actives largely listed as inhibitors; hit rate 0.18% among 360,000; AID 720708; also: potency is read from the fitted curve at half-maximal effect; % is scaled to controls: 0 for no effect and ±100 for the full control effect; nearly all actives have a fitted effect of over 45% in size; many of its hits are not listed in these tables
pAkt inh: Akt phosphorylation inhibition | Neuro2A IGF-stimulated pAkt S473 HTRF, 20 min; active compounds read low | AID 651550 | hit rate 0.32% among 360,000 | activity change, % for hits at 50 µM; in the data active = activity change below about -80%; inconclusive = mostly about -51% to -80%; also: % is scaled to controls: 0 for no effect and ±100 for the full control effect
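Neuro2A cells in DMEM with 0.5% FBS, overnight at 37 deg C, given compound at single 50 µM final, then IGF (6 nM final) for 20 min at 37 deg C. Lysed; phospho-Akt Ser473 by HTRF after 24 h, 665/615 ratio.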
PTHR1 agonist: PTHR1 (human) receptor agonism; HEK293 GP2 PTHR1 cells, GloSensor cAMP luminescence, 1 h; Potency, µM (titrated, usually from 115 µM), for inactives: at the top dose activation, hits mostly activators; AID 743266; Q03431; hit rate 0.075% among 410,000; also: potency is read from the fitted curve at half-maximal effect; nearly all actives have a fitted effect of over 55% in size; some results filed as inactive show a strong effect at the top dose; inactives centre near -15; many of its hits are not listed in these tables
Target sequence (Q03431 whole entry, looked up): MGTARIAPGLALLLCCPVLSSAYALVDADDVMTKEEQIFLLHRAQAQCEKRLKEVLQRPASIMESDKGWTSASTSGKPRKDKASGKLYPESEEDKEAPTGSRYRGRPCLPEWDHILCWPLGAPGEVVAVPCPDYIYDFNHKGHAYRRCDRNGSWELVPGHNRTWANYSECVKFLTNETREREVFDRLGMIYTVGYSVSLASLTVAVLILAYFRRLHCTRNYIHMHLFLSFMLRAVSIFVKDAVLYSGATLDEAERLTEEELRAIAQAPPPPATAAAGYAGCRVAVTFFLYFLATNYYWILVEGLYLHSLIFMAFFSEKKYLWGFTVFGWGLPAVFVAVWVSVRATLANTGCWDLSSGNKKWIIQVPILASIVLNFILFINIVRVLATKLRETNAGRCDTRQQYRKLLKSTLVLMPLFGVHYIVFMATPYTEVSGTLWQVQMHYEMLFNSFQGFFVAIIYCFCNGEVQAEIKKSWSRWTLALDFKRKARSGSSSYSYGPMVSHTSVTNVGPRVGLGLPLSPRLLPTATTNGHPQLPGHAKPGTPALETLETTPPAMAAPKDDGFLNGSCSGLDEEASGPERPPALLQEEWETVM
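HEK-293-derived GP2 cells expressing PTHR1 and a GloSensor cAMP reporter, 3,000/well, plated overnight, given luciferin plus IBMX (each 0.5 mM as added) for 1 h at 37 °C, then compound for 1 h at 37 °C. Luminescence was read after 15 min at room temperature.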
CCT chaperon mod: cytosolic chaperonin activity modulation | activity change, % (no concentration beside the values), hits read low | hit rate 0.3% among 360,000 | purified chaperonin ATPase assay, HTRF ADP detection, 30 min; in the data active = activity change below about -30%; also: % is scaled to controls: 0 for no effect and ±100 for the full control effect
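ATPase activity: ADP formed was measured by HTRF Transcreener (665/615 nm ratio) after 30 min at 37 deg C with 10 uM ATP. Compounds screened at one 76 uM concentration against 40 or 20 nM TRiC in Tris pH 7.4/KCl/MgCl2/DTT buffer.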
EPAC2 ag: agonists of human EPAC2 (RAPGEF4); Q8WZA2; EPAC2 activation, biochemical qHTS; response scale: 100% = 6.5 mM cAMP response; Potency, µM (highest dose often 154 µM), inactives show at the highest dose activation, hits mostly activators; hit rate 0.079% among 360,000; also: potency is read from the fitted curve at half-maximal effect; nearly all actives have a fitted effect of over 50% in size
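In this primary screen, activation is scored as increased exchange of BODIPY-GDP from Rap1B by 100 nM EPAC2, with 50 uM GDP as competitor. Signal is normalized to the 6.5 mM cAMP agonist control.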
D3 antag: antagonists of human D3 dopamine receptor. P35462. D3R cells, DiscoveRx beta-arrestin luminescence, antagonist mode; active compounds read low. max response, negative = inhibition, %. hit rate 2.5% among 360,000; in the data active = max response below about -50%; inconclusive = no clear call, values can overlap the other calls; also: % is scaled to controls: 0 for no effect and ±100 for the full control effect; mostly tested at two doses, the higher about 12 µM
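Cells expressing the human receptor were seeded at 1500 cells/well, incubated overnight at 37 degrees C in 5% CO2, then exposed to library compounds with dopamine controls for 90 minutes at 37 degrees C before luminescent detection.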
* hit, by the source's call; i = inactive; u = inconclusive; x = no result given; & = joins results of further samples; [ ] = dose if it differs, or a comment. Unless noted, calls follow the shape of the dose curve; as a rule, active = well fitted curve in the direction sought with a large enough effect; inconclusive = small, poorly fitted or top-dose-only effect, or another doubt; inactive = no such curve, though single readings can be large; an effect the other way counts as inactive or inconclusive.

SMILES	Mm-Cpn inhibitor	D3 ag	EPAC2 antagonist	pAkt inh	PTHR1 agonist	CCT chaperon mod	EPAC2 ag	D3 antag
CC1CCC(NC(=O)C(=O)Nc2ccc3c(c2)OCO3)CC1 (stereo not drawn)	3%	-6	-1%	i	-8%	-1.0	-5%	-3
CC(Oc1ccc(Br)cc1)C(=O)N1CCc2ccccc21 (stereo not drawn)	2%	-7	12%	i	i	-1.8	14%	u
Cc1onc(-c2c(F)cccc2Cl)c1C(=O)Nc1cccc(S(=O)(=O)N2CCCCC2)c1	x	1	2%	i	-20%	-0.2	8%	17
CC1c2ccccc2N(NC(=O)Cc2ccccc2)C1C (stereo not drawn)	-1%	-2	0%	i	-42%[inhibitor]	0.5	-1%	-3
O=C(NCC1CC1)c1ccc(-n2ccnc2)c2ccoc12	x	-12	7%	i	-5%	0.1	-7%	-17
CCOc1cc2[nH]c(=S)n(Cc3ccc(C(=O)NCCCOC)cc3)c(=O)c2cc1OCC	5%	3	16%	i	i	-2.8	-9%	16
CC(=O)Oc1ccc2c(c1)cc(C)n2C	3%	4	-3%	i	i	0.7	9%	2
O=C(N[C@H]1C/C=C\C[C@H](CC(=O)N(CCO)Cc2ccccc2)C(=O)N[C@H](Cc2c[nH]c3ccccc23)COC1=O)OCC1c2ccccc2-c2ccccc21	4%	4	-6%	i	-19%	-0.4	5%	35
Cc1cc2cc(CNC(=O)c3cccs3)ccc2n1C	u	-1	-12%[57.1 µM]	i	i	0.4	1%	-11
COc1ccc(/C=C/C(=O)CC(O)(c2ccccc2)C(F)(F)F)cc1 (stereo not drawn)	0%	0	-19%	i	-20%[57.5 µM]	0.5	13%	2
CO/N=C/CC(=O)c1ccc([N+](=O)[O-])c(CS(=O)(=O)c2ccc(Cl)cc2)c1	-1%	1	8%	i	-20%	-0.2	10%	3
O=C(NCc1ccccc1)c1cc(C2CCCN(C(=O)c3ccc4c(c3)CCO4)C2)on1 (stereo not drawn)	x	2	-12%	i	i	-0.8	13%	4
CCc1nnc(NC(=O)c2ccc(-c3ccccc3Cl)o2)s1	-1%	0	16%	x	i	-0.1	4%	-11
Cc1cccc(-n2cc(CN3CCN(Cc4nccn4C)CC3)c(-c3cccc(F)c3)n2)c1	1%	-9	-8%	i	i	-0.9	9%	-17
Cc1cccc(NC(=O)CC2CCC2)c1	2%	0	-7%	i	u	-3.1	14%	-17
COc1ccccc1OCCCC(=O)NCc1ccco1	-21%	3	18%	i	-32%[inhibitor]	1.6	2%	16
CN(CCCOc1ccccc1Br)Cc1ccccc1	0%	-17	-9%	i	14%	-1.4	14%	-98*
COc1cc(/C=N/Nc2ccc([N+](=O)[O-])cc2S(=O)(=O)N2CCOCC2)cc(OC)c1OC	-1%	8	8%	i	-3%	1.4	12%	-11
CCOc1ncccc1C(=O)OCc1ccc(Cl)cc1	0%	2	-13%	i	-25%	0.4	-5%	-15
Cc1ccc(S(=O)(=O)NC(C)C(c2cccs2)N2CCN(C)CC2)cc1 (stereo not drawn)	1%	-16	-3%	i	i	-1.2	7%	-26
CCOC(=O)c1c(/N=C/N(C)C)sc(/C=N/Nc2ccccc2)c1-c1ccccc1	-11%	2	-8%	i	i	0.5	11%	36
CCOC(=O)c1c(NC(=O)c2ccc(S(=O)(=O)N3CCOCC3)cc2)sc2c1CCN(C)C2	-1%	-25	-10%	i	i	0.0	13%	-13
CCOc1ccc(NC(=O)CSc2nnc(Cc3ccccc3)c(=O)n2N)cc1	0%	5	4%	i	i	2.5	-2%	0
COc1cccc(NC(=S)N2CCC(c3ccc(C)cc3)C2)c1 (stereo not drawn)	3%	-4	-11%	i	-1%	0.5	12%	-3
CCCC(NC(=O)COc1cc2c(c3oc(=O)cc(C)c13)CCC(C)(C)O2)C(=O)O (stereo not drawn)	-8%	1	13%	i	i	-3.9	14%	1

Ordered by heavy-atom count (smallest number first): five of the compounds above.
SMILES	Mm-Cpn inhibitor	D3 ag	EPAC2 antagonist	pAkt inh	PTHR1 agonist	CCT chaperon mod	EPAC2 ag	D3 antag
CCOc1ncccc1C(=O)OCc1ccc(Cl)cc1	0%	2	-13%	i	-25%	0.4	-5%	-15
COc1ccccc1OCCCC(=O)NCc1ccco1	-21%	3	18%	i	-32%[inhibitor]	1.6	2%	16
CCCC(NC(=O)COc1cc2c(c3oc(=O)cc(C)c13)CCC(C)(C)O2)C(=O)O (stereo not drawn)	-8%	1	13%	i	i	-3.9	14%	1
Cc1onc(-c2c(F)cccc2Cl)c1C(=O)Nc1cccc(S(=O)(=O)N2CCCCC2)c1	x	1	2%	i	-20%	-0.2	8%	17
COc1cc(/C=N/Nc2ccc([N+](=O)[O-])cc2S(=O)(=O)N2CCOCC2)cc(OC)c1OC	-1%	8	8%	i	-3%	1.4	12%	-11

The list continues:
SMILES	Mm-Cpn inhibitor	D3 ag	EPAC2 antagonist	pAkt inh	PTHR1 agonist	CCT chaperon mod	EPAC2 ag	D3 antag
Cn1c(NN)nc2sc3c(c2c1=O)CCC3	-3%	-9	-2%	i	-13%[57.5 µM]	-2.1	12%	-11
CCN(c1ccccc1C)S(=O)(=O)c1cc2c3c(c1)CCN3C(=O)CC2	2%	3	11%	i	-2%	-2.0	5%	-6
O=C(CCSCCc1ccccn1)Nc1ccc(Cc2ccncc2)cc1	0%	5	-6%	i	i	0.5	1%	-1
COc1ccc2c(CC(=O)N[C@@H](Cc3ccccc3)C(=O)O)cc(=O)oc2c1C	-3%	4	4%	i	-12%	-1.8	5%	-5
Cc1cccc(C)c1N1C(=O)c2ccccc2NC(=O)C1C(=O)NCCc1ccccc1F (stereo not drawn)	x	10	-11%	i	-11%	x	0%	4
CCCn1nc(C(=O)Nc2ccc3c(c2)OCCO3)c2ccccc2c1=O	2%	-16	2%	i	-5%	-3.5	12%	3
C1CN(CC2COC(CN3CCOCC3)CO2)CCO1 (stereo not drawn)	x	4	4%	i	-13%	-1.4	8%	7
O=C(NCCCCC(NC(=O)C1CCCCC1)C(=O)O)c1ccccc1 (stereo not drawn)	1%	7	-2%	i	i	-2.8	0%	8
OCc1nc2ccccc2n1Cc1ccc(Cl)cc1	1%	7	6%	i	-23%	1.0	-2%	-5
O=S(=O)(c1ccc2c(c1)CCCN2)N1CCCC2CCCCC21 (stereo not drawn)	-2%	-2	u	i	-20%	-4.8	12%	-10
CCOc1ccc(CCNC(=O)COC(=O)c2cccs2)cc1OCC	2%	-7	-10%	i	-10%	-1.4	8%	-4
COc1cccc(Cl)c1NC(=O)N1CCN(c2cc(C)nc3ccccc23)CC1	-1%	-12	2%	i	i	0.7	7%	14
O=C(Nc1ccccc1)C1CCN(C(=O)c2ccccc2)CC1	0%	0	15%	i	i	0.1	-2%	1
COC(=O)CN1C(c2ccc(Cl)cc2)=Nc2ccc(Cl)cc2C1c1ccccc1 (stereo not drawn)	-2%	-2	-4%	i	i	-0.4	12%	6
Cn1c(NCC2CCCO2)nc2c1c(=O)n(Cc1ccccc1)c(=O)n2C (stereo not drawn)	2%	13	7%	i	i	2.3	1%	8
COc1ccc(C(=O)NCCS(=O)(=O)N(C)Cc2ccccc2)cc1	-1%	-12	-9%	i	-18%	-2.6	6%	0
O=C(CCS(=O)(=O)c1ccccc1)NNC(=O)CSc1ccccc1F	-1%	0	1%	i	-16%	-1.0	4%	-15
CC(=O)NC(=S)NNC(=O)c1ccc(Br)cc1	3%	6	-8%	i	-1%	1.1	-5%	12
COc1ccc(C(=O)NC2CCN(CC(=O)NCc3cccc(OC)c3)CC2)cc1	2%	2	10%	i	i	-2.4	7%	-5
CCC(C(=O)Nc1ccccc1C(=O)N1CCOCC1)N1C(=O)c2ccccc2C1=O (stereo not drawn)	0%	-3	-4%	i	i	-0.3	3%	-8
O=C(Nc1ccc(F)cc1)c1ccc2ncsc2c1	1%	-2	-2%	i	-24%	0.3	-1%	-4
NC(=O)COC(=O)C12CC3CC(CC(O)(C3)C1)C2	-3%	3	6%	i	-20%	-2.3	1%	10
CCCCN1C(=O)C(CC(=O)NC2CCCCC2)CC(C(=O)N2CCOCC2)=C1C (stereo not drawn)	x	8	4%	i	-26%	0.4	6%	-54*
O=C(C1CCC1)N1CCc2cc(S(=O)(=O)NCc3ccco3)ccc21	0%	3	2%	i	-42%[inhibitor]	1.9	-4%	0
O=C(CN1CCN(S(=O)(=O)c2ccc(F)cc2)CC1)c1ccc(O)c(O)c1	u	-1	10%	i	i	0.8	u	-14

More compounds
SMILES	Mm-Cpn inhibitor	D3 ag	EPAC2 antagonist	pAkt inh	PTHR1 agonist	CCT chaperon mod	EPAC2 ag	D3 antag
COc1ccc(C2/C=C\CN(C(=O)CC(C)(C)C)CC(=O)N2Cc2ccc(F)cc2)cc1 (stereo not drawn)	1%	-23	-14%	i	i	0.5	9%	-5
O=C(COC(=O)/C=C/C(=O)N1CCN(c2ccccc2)CC1)NC(c1ccccc1)c1ccccc1	2%	-8	-18%	i	-16%	-2.8	6%	-11
Cc1ccc2c(c1)/C(=C/c1ccccc1)C(=O)N2	0%	-1	-3%	i	-22%	1.2	17%	-23
CCCNC(=O)C(Cc1ccc(C(F)(F)P(=O)(OCC)OCC)cc1)NC(=O)c1ccc(C#N)cc1 (stereo not drawn)	4%	1	20%	i	i	-2.5	9%	-20
Cc1cc2[nH]c(=O)c(=O)[nH]c2cc1S(=O)(=O)N1CCC(C)CC1	0%	-2	0%	i	7%	0.2	6%	-28
CCCc1nc2c(C)cc(-c3nc4ccccc4n3C)cc2n1Cc1ccc(-c2ccccc2C(=O)O)cc1	2%	17&14	-20%	i	-47%[inhibitor]	-0.7	2%	11
COCCN1CCN(C(=O)C2CCC(=O)N(Cc3cccc(C(F)(F)F)c3)C2)CC1 (stereo not drawn)	-1%	7	17%	i	i	0.7	4%	7
Cn1nc(-c2ccc(OCC(=O)Nc3ccccc3)cc2)c2ccccc2c1=O	0%	0&4	-11%	x	-37%&-30%[inhibitor]	1.5	-7%	-7
CC1CCCCC12NC(=O)N(CC(=O)Nc1ccccc1N1CCOCC1)C2=O (stereo not drawn)	3%	-2	-10%	i	-16%	1.1	0%	0
CCOC(=O)c1c(NC(=S)NCc2ccccc2)sc2c1CCN(C(=O)OCC)C2	-20%	8	-2%	i	-14%	0.3	1%	0

Source: PubChem

A portion of the library. The share of hits here may be higher or lower than overall.
